Compound activity: PubChem, National Center for Advancing Translational Sciences (NCATS)
TrxR1 substrate: is turned over as a substrate by rat TrxR1 | purified TrxR1 substrate turnover, NADPH consumption readout | Potency, µM (highest dose often 114 µM), inactives show at the top dose activity change, negative = substrate turnover | 390,000 compounds, 0.01% hits | AID 588456; further: potency means the concentration at half of the fitted maximal effect; on the % scale 0 is the no-effect control and ±100 the full control effect; nearly all actives have a fitted effect of over 50% in size
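Rat TrxR1, dispensed at 90 nM, was prereduced with 400 uM NADPH (final) for 5 min at ~22 deg C, then incubated with compound 15 min before 400 uM selenite. A first-read NADPH fluorescence drop versus no-compound background flagged substrates.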
Pin1 inhibitor: blocks the human prolyl isomerase Pin1; Q13526; Pin1 FP peptide displacement, HiFluor488, 10 min; Potency, µM (titrated, usually from 115 µM), inactives show top-dose activity, negative = inhibition, actives largely listed as inhibitors; 390,000 compounds, 0.009% hits; active means well fitted inhibition curve with a large enough effect in the polarisation, with a control signal flat, not every such curve was filed as active; inconclusive means small, poorly fitted or top-dose-only effect, or effect the other way, or a change in a side signal; inactive means no such curve, though single readings can be large or run the other way; the % refers to the polarisation; further: potency means the concentration at half of the fitted maximal effect; on the % scale 0 is the no-effect control and ±100 the full control effect
Target sequence (Q13526 whole entry, looked up): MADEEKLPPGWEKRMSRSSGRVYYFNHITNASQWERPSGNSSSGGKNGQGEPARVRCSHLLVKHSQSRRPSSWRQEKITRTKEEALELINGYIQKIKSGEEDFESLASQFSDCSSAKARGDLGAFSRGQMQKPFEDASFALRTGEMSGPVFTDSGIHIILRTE
D2 antagonist: D2 dopamine receptor (human) antagonism; P14416; HEK293 TREx D2 cells, calcium flux, dopamine EC80; inhibition, % at 10 µM; 340,000 compounds, 2% hits; AID 485344; in the data active means inhibition above about 30%; further: 0% is about no effect
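Cells plated overnight at 30 C with tetracycline; no-wash calcium dye, 30–90 min RT; 10 s baseline; compound pinned; 180 s read; EC80 dopamine added; another 180 s read.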
TrxR1 inh: rat TrxR1 inhibition; recombinant rTrxR1, NADPH fluorescence consumption, selenite substrate; Potency, µM (titrated, usually from 114 µM), without a hit: at the top dose activity change, negative = inhibition, most hits filed as inhibitors; 390,000 compounds, 1% hits; further: potency means the concentration at half of the fitted maximal effect; on the % scale 0 is the no-effect control and ±100 the full control effect; nearly all actives have a fitted effect of over 65% in size
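Rat TrxR1 (90 nM in the dispensed reagent) was pre-reduced with 400 uM NADPH for 5 min at room temperature, then incubated with compound for 15 min. After 400 uM selenite was added, NADPH fluorescence (Ex 340/Em 450 nm) was followed for 8 min.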
mIDH1 inhibitor: human IDH1 R132H inhibition | O75874 | IDH1-R132H enzyme, NADPH consumption, diaphorase/resazurin fluorescence | Potency, µM (highest dose often 76.6 µM), for the others: top-dose activity change, negative = inhibition, usual class: inhibitors | 390,000 compounds, 0.093% hits | AID 602179; further: potency means the concentration at half of the fitted maximal effect; on the % scale 0 is the no-effect control and ±100 the full control effect; nearly all actives have a fitted effect of over 65% in size
Target sequence (O75874 whole entry R132H, stated change not applied): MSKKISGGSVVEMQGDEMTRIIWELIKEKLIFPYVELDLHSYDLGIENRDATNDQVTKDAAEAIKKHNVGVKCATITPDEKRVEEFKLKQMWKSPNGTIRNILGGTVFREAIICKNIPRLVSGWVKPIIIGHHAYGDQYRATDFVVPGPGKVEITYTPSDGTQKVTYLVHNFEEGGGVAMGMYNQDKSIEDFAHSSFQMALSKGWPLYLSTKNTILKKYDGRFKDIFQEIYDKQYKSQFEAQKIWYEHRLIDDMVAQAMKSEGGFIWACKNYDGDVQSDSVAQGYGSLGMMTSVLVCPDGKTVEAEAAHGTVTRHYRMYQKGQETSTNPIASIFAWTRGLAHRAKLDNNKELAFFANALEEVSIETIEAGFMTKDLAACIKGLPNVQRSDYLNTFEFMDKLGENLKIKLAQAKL
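IDH1-R132H (0.5 ug/mL) preincubated 30 min with compound, then NADPH (0.016 mM) and alpha-KG (2 mM) added; 80 min at RT, pH 7.5. Remaining NADPH coupled via diaphorase/resazurin to fluorescence (540/590 nm); concentration-response curves normalized to no-enzyme control.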
TRHR PAM: TRH receptor (human) allosteric enhancement. P34981. enhancement, % at 2 µM. TRHR cells, fluo-8 calcium fluorescence, EC20 TRH enhancement. 360,000 compounds, 0.66% hits. AID 493056; in the data active means enhancement above about 30%; further: 0% is about no effect
Target sequence (P34981 whole entry, looked up): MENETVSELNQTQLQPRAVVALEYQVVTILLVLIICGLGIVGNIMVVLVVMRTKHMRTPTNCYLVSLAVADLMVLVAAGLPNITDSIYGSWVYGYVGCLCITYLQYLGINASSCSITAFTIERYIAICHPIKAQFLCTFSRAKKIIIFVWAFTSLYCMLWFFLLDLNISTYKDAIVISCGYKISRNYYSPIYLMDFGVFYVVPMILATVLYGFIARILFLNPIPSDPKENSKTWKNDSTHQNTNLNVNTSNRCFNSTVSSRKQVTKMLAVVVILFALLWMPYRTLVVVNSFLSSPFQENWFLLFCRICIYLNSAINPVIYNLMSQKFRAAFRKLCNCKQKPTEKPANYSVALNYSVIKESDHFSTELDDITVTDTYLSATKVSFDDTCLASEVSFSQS
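Enhancer read-out: after compound pinning and an initial kinetic agonist-mode read, an EC20 of TRH (10 nM final) was injected and fluo-8 calcium signal (Ex 480/Em 530) followed at 1 s/cycle for 100 cycles in TRHR-expressing cells.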
TRHR ag: agonists of human TRH receptor. 360,000 compounds, 0.18% hits. TRHR cells, calcium flux fluo-8, FDSS agonist mode. AID 493084. P34981. activation, % at 2 µM; in the data active means activation above about 30%; further: 0% is about no effect
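TRHR-expressing cells loaded with fluo-8 calcium dye; 23 nL library compound pin-transferred, kinetic FDSS fluorescence (Ex 480/Em 530) recorded about 180 s for agonist-induced calcium release, before a 10 nM TRH EC20 addition for potentiator mode.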
D2 agonist: activates the human D2 dopamine receptor; P14416; HEK293 T-REx D2 cells, calcium flux agonist mode; activation, % at 2 µM; 340,000 compounds, 0.53% hits;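 active means activation over 3 SD above normal in the single-dose calcium agonist read, cut at about 30% in these data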; further: 0% is about no effect
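Agonism scored from kinetic calcium signal (1 read/sec, 180 s) following compound pin transfer, after a 10 s baseline. Cells: HEK293 Trex line expressing inducible D2 receptor coupled to calcium, dye-loaded after overnight culture at 30 C.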
USP1-UAF1 inh: inhibitors of human USP1/UAF1 deubiquitinase; O94782; recombinant USP1/UAF1, Ub-Rhodamine cleavage fluorescence; Potency, µM (titrated, usually from 57.1 µM), without a hit: at the highest dose activity change, negative = inhibition, usual class: inhibitors; 390,000 compounds, 0.23% hits; AID 743255; further: potency means the concentration at half of the fitted maximal effect; on the % scale 0 is the no-effect control and ±100 the full control effect; nearly all actives have a fitted effect of over 60% in size; inactives centre near -12
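USP1/UAF1 complex (1 nM) preincubated 15 min at room temperature with compound, then Ub-Rho substrate (150 nM final) added. Kinetic fluorescence at 480/540 nm over 6 reads at 60 s intervals; 50 mM HEPES pH 7.8, 0.5 mM EDTA, 0.1 mg/ml BSA, 1 mM TCEP, 0.01% Tween-20.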
* = called active by the depositor; ? = inconclusive; · = not tested or not shown; [ ] = dose if it differs, or a comment. Unless noted, the call rests on the fitted dose curve; in most records, active means well fitted inhibition curve with a large enough effect; inconclusive means small, poorly fitted or top-dose-only effect; inactive means no such curve, though single readings can be large or run the other way.

SMILES	TrxR1 substrate	Pin1 inhibitor	D2 antagonist	TrxR1 inh	mIDH1 inhibitor	TRHR PAM	TRHR ag	D2 agonist	USP1-UAF1 inh
COc1c(S(=O)(=O)N2CCCC2)ccc(Cl)c1Cl	-11%[57.1 µM]	4%	1	-6%	7%	6	-0.4	-1.8	-25%
O=C1C(=O)N(C2CCS(=O)(=O)C2)C(c2cccc(O)c2)/C1=C(/O)c1ccc(Cl)cc1 (configuration not stated)	-4%	-2%	-2	-13%	-7%	6	0.0	0.1	-19%
CC(=O)/C(=N/Nc1cccc(Cl)c1)Sc1nnc(C(O)c2ccccc2)n1-c1ccccc1 (configuration not stated)	7%	-6%	5	35%	-4%	5	0.1	0.3	-23%
COc1ccc(OC)c(Nc2nc(-c3sc(NC(=O)c4ccccc4)nc3C)cs2)c1	·	·	7	·	·	6	1.5	0.3	·
Nc1sc2c(c1C(=O)NC1CC1)CCCC2	-1%	-5%	·	-28%	-2%	·	·	·	-27%
Cc1cc(Cl)ccc1OCC(=O)N(Cc1ccc(N(C)C)cc1)C1CCS(=O)(=O)C1 (configuration not stated)	0%	6%	·	17%	26%	-2	0.4	0.1	?
O=S(=O)(SC1=NCCN1)c1ccccc1	12%[57.1 µM]	-4%	·	21%[11.4 µM]	2%	·	·	·	-10%
COc1ccc(S(=O)(=O)NCCC(=O)OCc2cc(=O)oc3cc(C)ccc23)cc1[N+](=O)[O-]	1%	0%	-3	13%	6%	8	-0.1	-0.6	-7%
CC1CCC(NC(=O)c2nn(C)c3c2CS(=O)(=O)c2ccccc2-3)CC1 (configuration not stated)	0%	3%	-5	22%	4%	-12	0.3	-0.6	3%
CCCCNC(=S)N(Cc1c(C)noc1C)c1ccccc1	1%	-3%	13	9%	0%	-2	-2.2	-1.3	-9%
COc1cccc(-c2nnc(NC(=O)C3CCCCC3)o2)c1	6%	0%	6	19%	9%	9	0.2	0.8	?
Cn1nc(C(F)(F)F)c(C(=O)Nc2ccc(F)cc2F)c1Sc1cccc(Cl)c1	-4%	4%	·	17%	3%	·	·	·	-23%
CN1C(=O)C2(C(C#N)=C(N)N(c3cc(Cl)cc(Cl)c3)C3=C2C(=O)CC(C)(C)C3)c2ccccc21 (configuration not stated)	-7%	4%	33*	-6%	-2%	-6	0.2	1.4	-2%
COc1cc(S(=O)(=O)N2CCCCC2)ccc1NC(=O)c1ccncc1	5%	0%	37*	15%	-3%	-4	0.4	-0.1	-5%
O=C(Nc1ccc2c(c1)OCO2)C(=O)c1c[nH]c2ccccc12	1%	25%	-7	22%	5%	-2	1.1	-0.3	-14%
CS(=O)(=O)Oc1ccc(Br)cc1/C=C1/N=C(c2ccco2)OC1=O	-6%	1%	4	-19%	8%	-1	0.0	0.3	-3%
CCCOC(=O)c1cc(-c2ccc(/C=C3/C(=O)N(C)C(=O)C(C#N)=C3C)o2)ccc1Cl	2%	3%	·	18µM*	13%	·	·	·	?
CC(C)NC(=O)/C(C#N)=C\c1ccc(N(C)C)c(Br)c1	-4%	-7%	0	0%[57.1 µM]	-4%	-5	-0.3	1.1	4%
Cc1ccc(NC(=O)c2ccc3c(c2)C(=O)N(CC2CCCO2)C3=O)cc1C (configuration not stated)	3%[57.1 µM]	-2%	-18	11%[57.1 µM]	0%	-13	-0.7	-0.3	-22%
O=C(Nc1ccc2c(c1)OCO2)Oc1ccccc1	-4%	-3%	1	0%	0%	-5	0.0	0.4	0%
O=C1c2ccccc2C(=O)N1CCOc1ccccc1Br	-1%	-7%	-18	17%	9%	-12	1.0	0.1	-26%
Cc1cccc(OCC(=O)NCCNC(=O)c2ccncc2)c1	5%	-6%	0	10%	4%	-2	1.6	17	?
O=S(=O)(c1ccc(Br)cc1)N1CCC2(CC1)OCCO2	-3%	1%	-10	10%	-2%	-3	0.0	0.3	-10%
CC(=C\C(=O)O)/C(=C\c1cccc2ccccc12)C(=O)O	-6%	-2%	-3	-2%	-5%	-4	0.1	-0.1	-1%
COc1ccc(OC)c(NC(=O)C2C3C=CC(C3)C2C(=O)NCc2ccccn2)c1 (configuration not stated)	5%	-2%	-13	22%	1%	5	0.2	0.4	-22%

Next section
SMILES	TrxR1 substrate	Pin1 inhibitor	D2 antagonist	TrxR1 inh	mIDH1 inhibitor	TRHR PAM	TRHR ag	D2 agonist	USP1-UAF1 inh
CCn1c(=O)c(C(=O)Nc2ccccc2F)c(O)c2ccccc21	1%	6%	12	-9%	3%	12	0.7	-0.7	-3%
Nc1n[nH]c(N)c1N=Nc1ccccc1F	-7%	2%	-34	-4%	1%	2	0.1	-0.8	-20%
COc1ccc(OC)c(S(=O)(=O)NCCC(C)C)c1	8%[57.1 µM]	-6%	6	2%[57.1 µM]	1%	-7	0.2	-0.5	-5%
O=C(N/C(=C\c1ccc(Br)cc1)C(=O)N1CCOCC1)c1ccco1	-13%	-1%	-17	3%[57.1 µM]	-8%	4	0.4	3.2	-10%
C[C@H](CO)N1C[C@H](C)[C@@H](CN(C)S(=O)(=O)c2ccccc2)Oc2c(NC(=O)C3CC3)cccc2C1=O	1%	-1%	·	-2%	-3%[38.3 µM]	·	·	·	-1%
Cc1c(Br)c([N+](=O)[O-])nn1CC(=O)Nc1ccc(CC#N)cc1	·	·	9	·	·	2	-0.1	0.5	·
CCOc1ccc(-c2nc(-c3cccnc3)no2)cc1OCC	-4%	-7%	-22	-3%	6%	-6	-0.3	0.0	-9%
O=S(=O)(c1ccccc1)N(C1=NCCS1)S(=O)(=O)c1ccccc1	0%[57.1 µM]	3%	-4	-5%[57.1 µM]	-4%	2	-2.6	0.3	0%
CC(C)(C)C(=O)N1CCC(O)(CS(=O)(=O)Cc2ccc(Cl)cc2)CC1	-1%	0%	-8	3%	1%	-7	1.3	-0.8	-8%
NS(=O)(=O)c1cccc(NC(=O)COc2ncnc3c2cnn3-c2ccccc2)c1	-5%	5%	·	-5%	6%	-4	0.2	·	0%
CNC(=S)N/N=C/c1c(C(=O)OC)cnn1-c1ccc(F)cc1F	2%[57.1 µM]	1%	0	10%[57.1 µM]	23%	-1	-0.2	-0.1	-7%
Cc1cccc(NC(=S)N/N=C/c2ccc(Cl)c([N+](=O)[O-])c2)c1	-5%	-2%	-17	10%	5%	-1	2.9	1.0	-8%
COc1cccc(-n2c(SCC(=O)N3CCc4ccccc43)nnc2-c2c[nH]c3ccccc23)c1	-2%[57.1 µM]	0%	11	13%[57.1 µM]	-2%	-4	0.7	0.6	-9%
O=C(NCCc1ccccc1)c1ccc2c(c1)N(Cc1ccc(F)cc1)C(=O)c1ccccc1S2	-3%[57.1 µM]	21%	·	28%[57.1 µM]	-20%	-4	0.3	-0.3	-25%
CCC(=O)N1CCc2cc(Br)cc(S(=O)(=O)CCC(=O)N(C)c3cccc(C)c3)c21	-2%	-11%	·	-17%	-4%	-9	-0.6	-0.6	-1%
CCc1ccc(NC(=O)CO/N=C(\C)c2cc3ccccc3o2)cc1	3%	6%	13	15%	-4%	0	0.2	-0.9	-21%
CCOC(=O)N1CCN(c2c(N3CCN(c4cc(C)ccc4C)CC3)c(=O)c2=O)CC1	2%	3%	-16	13%	0%	-13	-1.1	0.0	-16%
COc1ccccc1CC(=O)NCCc1ccccc1	1%	-3%	1	8%	-2%	-4	-0.6	0.7	3%
CC(C)NCC1CCc2cc(CO)c([N+](=O)[O-])cc2N1 (configuration not stated)	-4%	-10%	-1	-4%	-3%	3	0.7	42*	-27%
Cc1ccccc1N(C(=O)CCC(=O)Nc1ccccn1)C(C(=O)NC(C)C)c1ccc(O)cc1 (configuration not stated)	-9%	-3%	18	-13%	2%	-15	0.0	0.4	-8%
CC1(C)CC(NS(=O)(=O)c2ccc(S(N)(=O)=O)cc2)CC(C)(C)N1	·	·	7	·	·	-13	0.6	-0.2	·
COCCNC(=O)C(c1ccco1)N(C(=O)Cn1nnc2ccccc21)c1ccccc1C (configuration not stated)	-5%	4%	12	-5%	10%	5	0.4	0.6	-12%
CCCNC(=O)COC(=O)/C=C/c1ccc2c(c1)OCO2	9%	-5%	-16	-16%	3%	-1	-0.5	-0.1	-2%
CC1CC(C)CN(c2ncnc3c2cnn3Cc2ccc(Cl)cc2)C1 (configuration not stated)	7%	-5%	0	14%	9%	6	0.0	0.4	-18%

Reprinted at random: 6 records from the list, in no set order.
SMILES	TrxR1 substrate	Pin1 inhibitor	D2 antagonist	TrxR1 inh	mIDH1 inhibitor	TRHR PAM	TRHR ag	D2 agonist	USP1-UAF1 inh
Cc1c(Br)c([N+](=O)[O-])nn1CC(=O)Nc1ccc(CC#N)cc1	·	·	9	·	·	2	-0.1	0.5	·
O=S(=O)(c1ccccc1)N(C1=NCCS1)S(=O)(=O)c1ccccc1	0%[57.1 µM]	3%	-4	-5%[57.1 µM]	-4%	2	-2.6	0.3	0%
CCC(=O)N1CCc2cc(Br)cc(S(=O)(=O)CCC(=O)N(C)c3cccc(C)c3)c21	-2%	-11%	·	-17%	-4%	-9	-0.6	-0.6	-1%
COc1ccc(OC)c(S(=O)(=O)NCCC(C)C)c1	8%[57.1 µM]	-6%	6	2%[57.1 µM]	1%	-7	0.2	-0.5	-5%
O=C(NCCc1ccccc1)c1ccc2c(c1)N(Cc1ccc(F)cc1)C(=O)c1ccccc1S2	-3%[57.1 µM]	21%	·	28%[57.1 µM]	-20%	-4	0.3	-0.3	-25%
O=C(N/C(=C\c1ccc(Br)cc1)C(=O)N1CCOCC1)c1ccco1	-13%	-1%	-17	3%[57.1 µM]	-8%	4	0.4	3.2	-10%

Not all compounds are listed; the hit share may differ from the screen's.
